# High-throughput results as filed in PubChem BioAssay.
# V1aR counter = counter-screen for oxytocin receptor agonists: human V1a receptor agonists; P37288; CHO-V1R cells, Fluo-8 calcium fluorescence, agonist mode; 0% DMSO, 100% 3 nM vasopressin; activation, % at 3 µM; 0.25% of 320,000 active;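 active = activation above the mean activation of all tested compounds plus 3 SD, per screening run, cut at about 20% in these data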;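 also: signal is peak over basal fluorescence ratio across a 100 second FLIPR read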
# Target sequence (P37288 whole entry, looked up): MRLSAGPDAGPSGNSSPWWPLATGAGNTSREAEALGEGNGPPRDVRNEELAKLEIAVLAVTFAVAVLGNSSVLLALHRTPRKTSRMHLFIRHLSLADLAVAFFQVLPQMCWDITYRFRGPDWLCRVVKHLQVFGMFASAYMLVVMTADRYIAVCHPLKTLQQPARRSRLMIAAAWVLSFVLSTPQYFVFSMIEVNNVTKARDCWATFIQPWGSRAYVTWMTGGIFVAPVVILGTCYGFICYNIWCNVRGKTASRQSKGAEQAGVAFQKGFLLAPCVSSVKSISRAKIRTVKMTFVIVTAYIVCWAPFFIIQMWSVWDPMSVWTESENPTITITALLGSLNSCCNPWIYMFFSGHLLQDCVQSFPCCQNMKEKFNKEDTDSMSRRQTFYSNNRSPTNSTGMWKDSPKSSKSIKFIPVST
# CHO-K1 Ca PAM = M1 PAM counterscreen hit in parental CHO-K1 cells. activation, % at 3 µM. 0.02% of 360,000 active. ATP EC20, Fluo-8 calcium fluorescence; 0% at ATP EC20, 100% at ATP max;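 active = activation above the run cutoff, the mean activation of all test compounds plus 3 SD, cut at about 40% in these data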;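 also: peak over basal fluorescence ratio in a 140 s read after ATP addition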
# GPR7 antag = blocks human GPR7 receptor signaling; inhibition, % at 4.4 µM; P48145; GPR7-expressing cells, fluorescence antagonist assay; AID 1861; 1.1% of 290,000 active; in the data active = inhibition above about 16%, passing the limit was not always enough;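 also: cells stimulated with the agonist NPW; 0% = agonist with vehicle and 100% = vehicle without agonist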
# Target sequence (P48145 whole entry, looked up): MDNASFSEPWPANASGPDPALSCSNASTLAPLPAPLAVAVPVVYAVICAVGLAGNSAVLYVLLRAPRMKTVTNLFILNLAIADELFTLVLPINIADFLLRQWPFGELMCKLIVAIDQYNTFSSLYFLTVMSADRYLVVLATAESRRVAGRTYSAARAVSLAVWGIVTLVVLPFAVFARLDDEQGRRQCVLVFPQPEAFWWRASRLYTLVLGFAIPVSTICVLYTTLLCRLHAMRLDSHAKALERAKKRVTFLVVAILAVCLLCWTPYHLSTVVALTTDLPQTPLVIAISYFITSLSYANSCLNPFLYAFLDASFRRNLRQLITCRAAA
# CHO parental Ca = counter-screen: ATP calcium response change in parental CHO cells; parental CHO-K1, ATP-induced calcium, Fluo-8 fluorescence; inhibition, % at 5.6 µM; 0.63% of 330,000 active;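 active = inhibition above that plate's mean sample inhibition plus 3 SD, cut at about 26% in these data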;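 also: 0% = ATP-challenged DMSO wells and 100% = DMSO wells without ATP; some compounds past the cut are filed as inactive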
#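 Assay system: untransfected parental CHO cell line. Also added: ATP agonist challenge. Dosing: one dose, 5.6 µM nominal. Measured by: Fluo-8 fluorescence. Read-out: % inhibition. Benchmarks: ATP wells versus no-ATP DMSO wells. Repeats: no replicates.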
# TAAR1 antag = human TAAR1 antagonism | CHO RD-HGA16 TAAR1, Fluo-8 calcium fluorescence, antagonist | inhibition, % at 3 µM | 1.5% of 360,000 active;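 active = inhibition above a per-plate cutoff, the mean inhibition of test compounds on that plate plus 3 SD, cut at about 49% in these data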;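 also: 0% = DMSO plus EC80 beta-PEA response and 100% = DMSO alone without agonist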
#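 test system = CHO RD-HGA16 cells bearing hTAAR1 | replication = singlicate | controls = DMSO-only wells and EC80 β-PEA-stimulated wells | reagent = EC80 β-phenethylamine stimulus | read-out basis = percent inhibition of PEA-evoked calcium signal, max/basal emission ratio | schedule = seeding 17-24 h prior, 75-min 37 °C, 30-min RT dye loading | signal = kinetic Fluo-8 calcium fluorescence measurement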
# CHO-K1 Ca ag = counter-screen for M1 agonists: effect in parental CHO-K1 cells; activation, % at 3 µM; Fluo-8 calcium fluorescence; scaled to maximal ATP response, vehicle zero; 0.48% of 360,000 active; in the data active = activation above about 15%;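 also: untransfected CHO-K1 host cells lacking M1 receptor as counterscreen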
# CHO-K1 Ca antag = M1 antagonist counterscreen hit in parental CHO-K1 cells. ATP-induced calcium, Fluo-8 fluorescence. inhibition, % at 3 µM. 0.6% of 360,000 active. AID 602250;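 active = inhibition above a per-plate cutoff, the plate's mean sample inhibition plus 3 SD, cut at about 24% in these data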;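 also: 0% = DMSO plus EC80 ATP and 100% = DMSO alone without ATP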
# OXTR agonist = human OXTR agonism; activation, % at 3 µM; CHO-OTR cells, Fluo-8 calcium fluorescence; normalized: DMSO 0%, oxytocin 100%; 0.32% of 320,000 active; P30559;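 active = activation above the mean of all tested compounds plus 3 SD, cutoff set per screening run, cut at about 20% in these data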;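 also: peak over basal fluorescence ratio from a 100 s FLIPR kinetic read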
# OXTR potentiate = human OXTR potentiation. activation, % at 3 µM. P30559. AID 2445. 0.061% of 320,000 active. CHO-OTR cells, Fluo-8 calcium fluorescence, potentiator mode; 0% = oxytocin EC15, 100% = EC100;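 active = activation above that plate's cutoff, the mean activation of tested compounds plus 3 SD, cut at about 6.6% in these data, passing the limit was not always enough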;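 also: 100% uses oxytocin at 75 nM as the full agonist control; some results filed as inactive read as strong as hits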
#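 assay system = CHO-OTR cells, human receptor | schedule = compound 6 min at room temperature before oxytocin, 100 s read | detection = Fluo-8 intracellular calcium fluorescence, ex 470-495, em 515-575 nm | evaluation = normalized max/min fluorescence ratio, % activation | control set = EC15 oxytocin alone as 0%, 75 nM oxytocin (EC100) as 100%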
# Starred values were filed as active, the others as inactive; x = no result given. Compounds were not picked by outcome. Share with any hit: about 3.5%.
Compound	V1aR counter	CHO-K1 Ca PAM	GPR7 antag	CHO parental Ca	TAAR1 antag	CHO-K1 Ca ag	CHO-K1 Ca antag	OXTR agonist	OXTR potentiate
O=C(O)CN1CCCC1=Nc1ccccc1	0.1	0	-2	-11	-11	0.1	-4	-0.2	-5
COc1ccccc1C(=O)OCCN1CCOCC1	0.4	-6	-5	0	-4	0.4	3	0.1	0
O=C(NCc1cccnc1)c1cc(C2CCCN(C(=O)C3CCCCC3)C2)on1 (stereo not drawn)	x	24	x	x	-2	0.6	-10	x	x
O=c1[nH]c(SCc2ccccc2F)nc2ccccc12	0.7	-13	-3	-18	-6	1.0	8	-2.6	-14
COc1ccc(CCNC2CCN(C)CC2)cc1OC	0.9	23	-13	-6	-6	0.2	-10	0.1	-2
CCOc1ccc(S(=O)(=O)N2CCC(C(=O)Nc3cc(S(C)(=O)=O)ccc3Cl)CC2)cc1	9.9	14	x	-6	-3	4.5	-22	7.9	-6
C=CCc1cc(Cl)ccc1OCCNCCN1CCOCC1	1.5	24	4	-18	-2	2.2	-14	2.3	1
CCc1ccc(OCC(=O)O/N=C(\N)Cc2ccc([N+](=O)[O-])cc2)cc1	0.6	21	11	-1	-12	0.0	-15	0.3	-14
CC(=O)OC1C([N+]2(C)CCCCC2)C[C@H]2C3CC[C@H]4C[C@H](OC(C)=O)C([N+]5(C)CCCCC5)CC4(C)[C@H]3CCC12C (stereo partly drawn)	-0.2	8	x	-5	-13	-0.2	-6	0.3	-8
Cc1c(C)c2cc(Cl)c(O)c(CN3CCN(C)CC3)c2oc1=O	-0.6	8	-9	-11	-14	-0.1	-19	-1.0	-2
CC1CC(C)CN(C(=O)COC(=O)CCc2nc3ccccc3c(=O)[nH]2)C1 (stereo not drawn)	0.4	8	4	-20	-9	0.4	-9	-0.1	-2
Cc1nc(-c2cccc(C(F)(F)F)c2)sc1C(=O)O	1.0	20	0	-8	1	3.2	-5	0.4	-4

# Structures listed so far with an aryl methoxy group:
Compound	V1aR counter	CHO-K1 Ca PAM	GPR7 antag	CHO parental Ca	TAAR1 antag	CHO-K1 Ca ag	CHO-K1 Ca antag	OXTR agonist	OXTR potentiate
COc1ccccc1C(=O)OCCN1CCOCC1	0.4	-6	-5	0	-4	0.4	3	0.1	0
COc1ccc(CCNC2CCN(C)CC2)cc1OC	0.9	23	-13	-6	-6	0.2	-10	0.1	-2

# (list continues)
Compound	V1aR counter	CHO-K1 Ca PAM	GPR7 antag	CHO parental Ca	TAAR1 antag	CHO-K1 Ca ag	CHO-K1 Ca antag	OXTR agonist	OXTR potentiate
O=C1CCCc2ccccc2N1Cc1ccc(F)cc1	-1.0	7	-8	1	-2	-0.6	-8	-2.0	-17
COCc1[nH]nc2c1C1(CCSCC1)C(C#N)=C(N)O2	0.1	-7	-2	-7	-11	0.2	-18	-0.3	-11
C=C[C@]1(C)C=C2C(=O)C[C@H]3C(C)(C)CCC[C@]3(C(=O)O)[C@@]2(O)CC1	x	-3	x	x	-12	0.2	0	x	x
COc1ccc2c(c1)CCc1c(C(=O)NCc3cccnc3)noc1-2	2.0	-5	-11	-16	-25	1.2	13	0.7	-11
Cc1ccc(S(=O)(=O)N2CCC(C(=O)NCCCn3ccnc3)CC2)cc1	-0.4	12	-15	-2	-23	0.1	7	-0.4	2
O=C(c1cccc(C(=O)N2CCN(c3ccccc3F)CC2)c1)N1CCN(c2ccccc2F)CC1	1.0	14	4	-12	68*	2.9	-2	2.5	-17
CN(CC(=O)Nc1ccc(F)c(F)c1F)C(=O)C1CCCC1	-0.1	9	x	-11	2	5.7	-11	0.4	-4
COc1ccc(Nc2c3c(nc4ccccc24)CCC3)cc1	5.0	8	20	-10	1	1.2	-7	2.0	-14
O=C(O)c1c2c(nc3ccccc13)/C(=C/c1ccc(O)cc1)CC2	-0.5	-9	-5	-6	3	-0.3	9	-0.8	-14
COc1ccc(COC(=O)C2=C(C)NC(=O)NC2c2ccccc2)cc1 (stereo not drawn)	4.8	0	-6	-5	4	1.4	-3	0.7	-5
CC(C)NC(=O)CN(C)S(=O)(=O)c1ccc(F)cc1	1.5	-5	-9	-5	-7	-0.2	9	1.6	-1
COCC(C)OC(=O)c1c(N)n(-c2ccc(OC)c(OC)c2)c2nc3ccccc3nc12 (stereo not drawn)	-0.5	x	-12	-25	x	x	x	-0.3	-5
CCCN(CC(=O)Nc1ccc(F)c(F)c1F)CC(=O)Nc1c(C)n(C)n(-c2ccccc2)c1=O	1.1	-13	x	-19	-11	0.2	3	-0.2	-2
N#CC1=C(N)Oc2n[nH]c(-c3ccccc3)c2C1c1cccc(OC(=O)N2CCOCC2)c1 (stereo not drawn)	-0.1	1	-1	-9	-5	0.1	-7	-0.5	4
Cc1cc2c(cc1C)N(C(=O)CSC1=NCCS1)C(C)(C)c1ssc(=S)c1-2	-1.5	9	7	-25	-7	-0.7	-18	-2.1	5
O=C(Nc1nc(-c2ccc(F)c(F)c2)cs1)Nc1ccc(F)cc1F	0.9	8	-5	-8	4	0.3	-9	-1.0	-11
O=C(N/N=C/c1ccccc1[N+](=O)[O-])c1ccc(COc2ccccc2-c2ccccc2)cc1	1.2	8	-12	-6	43	1.3	-1	-0.5	-3

# 14 structures from above, ordered by SMILES length, largest number first:
Compound	V1aR counter	CHO-K1 Ca PAM	GPR7 antag	CHO parental Ca	TAAR1 antag	CHO-K1 Ca ag	CHO-K1 Ca antag	OXTR agonist	OXTR potentiate
C=C[C@]1(C)C=C2C(=O)C[C@H]3C(C)(C)CCC[C@]3(C(=O)O)[C@@]2(O)CC1	x	-3	x	x	-12	0.2	0	x	x
CCCN(CC(=O)Nc1ccc(F)c(F)c1F)CC(=O)Nc1c(C)n(C)n(-c2ccccc2)c1=O	1.1	-13	x	-19	-11	0.2	3	-0.2	-2
O=C(N/N=C/c1ccccc1[N+](=O)[O-])c1ccc(COc2ccccc2-c2ccccc2)cc1	1.2	8	-12	-6	43	1.3	-1	-0.5	-3
N#CC1=C(N)Oc2n[nH]c(-c3ccccc3)c2C1c1cccc(OC(=O)N2CCOCC2)c1 (stereo not drawn)	-0.1	1	-1	-9	-5	0.1	-7	-0.5	4
COCC(C)OC(=O)c1c(N)n(-c2ccc(OC)c(OC)c2)c2nc3ccccc3nc12 (stereo not drawn)	-0.5	x	-12	-25	x	x	x	-0.3	-5
Cc1cc2c(cc1C)N(C(=O)CSC1=NCCS1)C(C)(C)c1ssc(=S)c1-2	-1.5	9	7	-25	-7	-0.7	-18	-2.1	5
O=C(O)c1c2c(nc3ccccc13)/C(=C/c1ccc(O)cc1)CC2	-0.5	-9	-5	-6	3	-0.3	9	-0.8	-14
O=C(Nc1nc(-c2ccc(F)c(F)c2)cs1)Nc1ccc(F)cc1F	0.9	8	-5	-8	4	0.3	-9	-1.0	-11
COc1ccc2c(c1)CCc1c(C(=O)NCc3cccnc3)noc1-2	2.0	-5	-11	-16	-25	1.2	13	0.7	-11
CN(CC(=O)Nc1ccc(F)c(F)c1F)C(=O)C1CCCC1	-0.1	9	x	-11	2	5.7	-11	0.4	-4
COCc1[nH]nc2c1C1(CCSCC1)C(C#N)=C(N)O2	0.1	-7	-2	-7	-11	0.2	-18	-0.3	-11
CC(C)NC(=O)CN(C)S(=O)(=O)c1ccc(F)cc1	1.5	-5	-9	-5	-7	-0.2	9	1.6	-1
COc1ccc(Nc2c3c(nc4ccccc24)CCC3)cc1	5.0	8	20	-10	1	1.2	-7	2.0	-14
O=C1CCCc2ccccc2N1Cc1ccc(F)cc1	-1.0	7	-8	1	-2	-0.6	-8	-2.0	-17
